High-throughput results deposited in PubChem BioAssay by Sanford-Burnham Center for Chemical Genomics.
TIM10 inh: inhibits growth of TIM10 yeast strain; S. cerevisiae TIM10 strain growth, BacTiter-Glo luminescence, 24 h; inhibition, % at 10 µM; 330,000 tested, 1.4% active; AID 463195;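 active means inhibition of 40% or more at the single tested concentration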;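 further: wild-type TIM10 isogenic control strain grown at permissive 25 °C; 0% = DMSO yeast wells and 100% = minimal medium wells without yeast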
MPTP inh: inhibitors of mitochondrial permeability transition pore. isolated mouse mitochondria, Ca2+ swelling absorbance, 30 min. inhibition, % at 10 µM. 360,000 tested, 1.4% active;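 active means inhibition of 50% or more, scaled per plate between neutral and stimulator controls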;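 further: 0% = DMSO wells given calcium and 100% = 1 mM EGTA wells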
tim10-1 inh: growth inhibitors of tim10-1 mutant yeast | 330,000 tested, 2.2% active | S. cerevisiae tim10-1 ts strain growth, BacTiter-Glo, 24 h | inhibition, % at 20 µM;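 active means inhibition of at least 40%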;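 further: mutant grown at 25 °C; 0% = DMSO wells with yeast and 100% = wells holding no yeast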
GRIN3A LBD mod: modulates the human NR3A ligand-binding domain. Tm shift relative to glycine control, % at 25 µM. 340,000 tested, 2.5% active. NR3A LBD differential scanning fluorimetry, Tm shift; 0% = protein alone, 100% = glycine-bound protein;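 active means melting temperature shift of at least 10% of the positive control shift, at one fixed dose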
tim23-1 inh: inhibits growth of tim23-1 mutant yeast; S. cerevisiae tim23-1 growth, BacTiter-Glo luminescence, 24 h; inhibition, % at 20 µM; 330,000 tested, 1.3% active; AID 463212;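 active means growth inhibition of the mutant yeast at or above 50%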;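 further: temperature-sensitive mutant grown at 25 °C; plate controls were DMSO-treated mutant yeast for no effect and medium wells lacking yeast for full effect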
APJ antag: antagonists of human APJ apelin receptor. P35414. CHO-K1 APJ beta-arrestin complementation, luminescence. inhibition, % at 20 µM. 330,000 tested, 0.32% active. AID 2521;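 active means inhibition above about 40% at 20 µM, limit read from the data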;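 further: cells challenged with 10 nM apelin-13 agonist together with compound; plate controls were apelin-13 plus DMSO wells for no effect and DMSO wells lacking apelin-13 for full effect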
Target sequence (P35414 whole entry, looked up): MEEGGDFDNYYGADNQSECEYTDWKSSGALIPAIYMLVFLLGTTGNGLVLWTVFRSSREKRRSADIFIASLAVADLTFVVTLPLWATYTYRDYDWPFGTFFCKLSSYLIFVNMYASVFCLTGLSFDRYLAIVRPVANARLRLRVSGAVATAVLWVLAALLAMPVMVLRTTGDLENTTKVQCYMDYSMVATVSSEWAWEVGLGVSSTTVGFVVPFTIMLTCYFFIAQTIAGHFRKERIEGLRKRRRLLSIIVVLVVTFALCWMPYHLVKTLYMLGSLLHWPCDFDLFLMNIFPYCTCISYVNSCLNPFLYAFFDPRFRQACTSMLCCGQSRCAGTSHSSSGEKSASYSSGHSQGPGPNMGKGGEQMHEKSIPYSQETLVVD
NLRP3 yeast inh: inhibitors of NALP3 inflammasome in yeast; 330,000 tested, 0.39% active; Yeast reconstituted NLRP3/ASC/caspase-1, beta-gal luminescence, 24 h; inhibition, % at 10 µM; AID 2825;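 active means inhibition of 50% or more; inactive means inhibition below 50%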;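 further: plate controls were induced DMSO wells for no effect and uninduced yeast grown without galactose for full effect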
APJ agonist: activates the human apelin receptor APJ | P35414 | CHO-K1 APJ PathHunter beta-arrestin, luminescence; 0% DMSO wells, 100% apelin | activation, % at 20 µM | 330,000 tested, 0.11% active | AID 2520;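 active means activation more than six SD over the plate average, tested at 20 µM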;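 further: 0% = DMSO alone and 100% = apelin-13 at 10 nM; some results filed as inactive read as strong as hits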
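Material: engineered CHO-K1 APJ arrestin reporter cells; amount: 1000 CHO-K1 reporter cells seeded per well; incubation: compound stimulation 90 min at 25 °C, detection 60 min; signal: luminescent beta-gal fragment complementation, chemiluminescent substrate; read-out basis: APJ agonist activity; controls: DMSO-only wells as negative, 10 nM Apelin-13 as positive control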
MIN6 prolif: induces beta-cell replication in MIN6 cells; MIN6 cells proliferation, ATPlite luminescence, 48 h; cells starved in 0.2% serum; 100% = growth in 10% serum; proliferation, % at 10 µM; 330,000 tested, 0.29% active; AID 2380;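 active means compounds whose signal lies at least 3.5 SD above the mean of all wells on their plate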;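 further: 0% = DMSO-treated cells in low-serum medium and 100% = 10% serum control; some compounds called inactive have numbers as strong as hits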
Numbers without * were called inactive.

The line under a structure holds: TIM10 inh	MPTP inh	tim10-1 inh	GRIN3A LBD mod	tim23-1 inh	APJ antag	NLRP3 yeast inh	APJ agonist	MIN6 prolif
(1) CCC(C)(C)n1nnnc1C(c1cccs1)N1CCc2ccccc21 (centres undefined)
    49.5*	0.2	33.4	4.2	46.9	4.4	-101.5	-1.7	-1.2
(2) CC(C)[C@H](NC(=O)NCc1ccc(Cl)cc1)C(=O)O
    7.2	-1.2	-0.9	-0.8	3.1	-9.0	14.2	-2.8	-0.2
(3) O=C(CNC(=O)c1cccs1)NCC(=O)OCc1ccc(Cl)cc1Cl
    36.4	-0.7	-3.1	-0.1	-72.3	11.9	8.6	-3.1	-2.2
(4) CSc1cccc(N2CC(C(=O)Nc3ccccc3N3CCCC3)CC2=O)c1 (centres undefined)
    1.6	-1.4	11.1	0.2	19.9	5.7	15.0	-6.7	-0.5
(5) CCOC(=O)N/N=C(\C)c1ccccc1OC(F)F
    -1.1	0.1	6.8	-3.5	8.3	-2.7	15.6	-1.4	0.0
(6) S=c1[nH]nc(-c2cccc(Cl)c2)n1CCN1CCCCC1
    2.1	-1.1	7.8	-4.4	2.2	-1.8	11.9	-4.2	0.7
(7) O=C(NCCCN1CCCC1=O)c1ccc(Cl)c(NS(=O)(=O)c2ccc(F)cc2)c1
    -2.1	1.0	8.7	-3.8	15.2	-11.2	7.3	2.3	0.3
(8) C/C(=N\NC(=O)c1ccncc1)c1cc2ccccc2oc1=O
    -3.4	0.0	12.0	3.6	-0.8	6.2	-4.6	-0.7	0.0
(9) COc1ccc(CN2C(=O)c3ccc(C(=O)O)cc3C2=O)cc1
    12.6	-0.6	-9.0	-1.0	7.7	20.9	10.5	-3.1	-2.2
(10) COc1ccc(CN2CCNC(=O)C2CC(=O)N(C)Cc2ccno2)c(F)c1 (centres undefined)
    -1.1	1.1	-19.1	2.9	-4.6	9.8	9.9	2.0	4.1

Arranged by count of non-hydrogen atoms (largest number first): part of the list above
The line under a structure holds: TIM10 inh	MPTP inh	tim10-1 inh	GRIN3A LBD mod	tim23-1 inh	APJ antag	NLRP3 yeast inh	APJ agonist	MIN6 prolif
(4) CSc1cccc(N2CC(C(=O)Nc3ccccc3N3CCCC3)CC2=O)c1 (centres undefined)
    1.6	-1.4	11.1	0.2	19.9	5.7	15.0	-6.7	-0.5
(1) CCC(C)(C)n1nnnc1C(c1cccs1)N1CCc2ccccc21 (centres undefined)
    49.5*	0.2	33.4	4.2	46.9	4.4	-101.5	-1.7	-1.2
(8) C/C(=N\NC(=O)c1ccncc1)c1cc2ccccc2oc1=O
    -3.4	0.0	12.0	3.6	-0.8	6.2	-4.6	-0.7	0.0

Arranged by value in APJ antag (highest first): some entries from above
| No. | canonical_smiles | TIM10 inh | MPTP inh | GRIN3A LBD mod | APJ antag | NLRP3 yeast inh |
| --- | --- | --- | --- | --- | --- | --- |
| 3 | O=C(CNC(=O)c1cccs1)NCC(=O)OCc1ccc(Cl)cc1Cl | 36.4 | -0.7 | -0.1 | 11.9 | 8.6 |
| 10 | COc1ccc(CN2CCNC(=O)C2CC(=O)N(C)Cc2ccno2)c(F)c1 (centres undefined) | -1.1 | 1.1 | 2.9 | 9.8 | 9.9 |
| 1 | CCC(C)(C)n1nnnc1C(c1cccs1)N1CCc2ccccc21 (centres undefined) | 49.5* | 0.2 | 4.2 | 4.4 | -101.5 |
| 6 | S=c1[nH]nc(-c2cccc(Cl)c2)n1CCN1CCCCC1 | 2.1 | -1.1 | -4.4 | -1.8 | 11.9 |
| 5 | CCOC(=O)N/N=C(\C)c1ccccc1OC(F)F | -1.1 | 0.1 | -3.5 | -2.7 | 15.6 |
| 2 | CC(C)[C@H](NC(=O)NCc1ccc(Cl)cc1)C(=O)O | 7.2 | -1.2 | -0.8 | -9.0 | 14.2 |
| 7 | O=C(NCCCN1CCCC1=O)c1ccc(Cl)c(NS(=O)(=O)c2ccc(F)cc2)c1 | -2.1 | 1.0 | -3.8 | -11.2 | 7.3 |

Remaining list, next part:
The line under a structure holds: TIM10 inh	MPTP inh	tim10-1 inh	GRIN3A LBD mod	tim23-1 inh	APJ antag	NLRP3 yeast inh	APJ agonist	MIN6 prolif
(11) COc1ccc(CN2C(=O)C(CC(C)C)Nc3ncnc(N4CCOCC4)c32)cc1 (centres undefined)
    15.1	-1.0	16.9	-1.3	14.7	-4.7	4.3	-2.4	-1.5
(12) CC(=O)NC(NC(=S)Nc1ccccc1Br)C(Cl)(Cl)Cl (centres undefined)
    10.4	4.5	3.6	0.7	7.0	12.8	-11.4	-1.7	2.4
(13) O=C(O)C1CCCN(S(=O)(=O)c2ccc(Br)s2)C1 (centres undefined)
    -15.2	0.4	6.4	0.7	4.5	14.2	-6.3	-2.9	0.1
(14) COc1ccc(/C=C/C(=O)Nc2ccccc2C(=O)N2CCCC2)cc1
    -0.5	3.7	15.4	0.5	14.3	13.8	7.2	-2.7	-2.2
(15) CC(=O)NC1C(OCCOc2ccc(Cl)cc2Cl)OC(COC(C)=O)C(OC(C)=O)C1OC(C)=O (centres undefined)
    -0.6	-1.1	5.4	-0.9	-6.9	5.2	3.7	-2.7	-0.4
(16) COc1ccc(OC)c(NC(=O)Cc2coc3ccc4ccccc4c23)c1
    29.5	-1.5	41.8*	-8.2	23.5	3.6	27.2	-0.5	-2.7
(17) Cc1ccc(S(=O)(=O)NCCC(=O)NC2CC2)cc1
    -3.4	0.0	-3.2	5.0	-14.7	26.2	10.0	-0.3	-0.6
(18) Cc1ccc(N2C(=O)c3n[nH]c(C)c3C2c2ccccn2)cc1 (centres undefined)
    5.7	-2.3	19.8	0.3	1.7	6.5	16.6	-4.3	-0.9
(19) COc1ccc(S(=O)(=O)Nc2ccc(O)c(Sc3nc4ccccc4s3)c2)cc1
    34.0	37.6	44.6*	11.6*	42.3	-1.6	-3.1	7.2	-0.8
(20) CCn1nc2cc(C(=O)NCC34CC5CC(CC(C5)C3)C4)ccc2c1OC
    1.1	1.2	16.9	-0.6	29.4	-53.8	16.0	3.8	-1.9
(21) C=CC(C)Sc1nc2c(c(=O)n(C)c(=O)n2C)n1Cc1ccccc1Cl (centres undefined)
    7.5	2.2	5.2	-2.3	10.2	14.3	6.5	-3.5	-4.7
(22) COC(=O)[C@]1(C)N[C@H](c2ccc(-c3ccc(Cl)c(Cl)c3)cc2)[C@@H]2C(=O)N(C)C(=O)[C@@H]21
    24.9	0.3	38.2	-14.0	30.7	-9.7	12.4	0.8	-3.8
(23) COC(=O)c1ccc(COc2cccc(OC)c2)o1
    12.6	-0.3	10.4	-0.5	13.6	10.9	3.8	0.2	-1.9
(24) CC(=O)COc1c(-c2ccco2)oc2ccccc2c1=O
    -9.9	-0.5	-16.8	-1.4	-4.2	12.9	19.1	-2.4	0.7
(25) Cc1ccccc1N=Nc1c(O)[nH]c2ccccc12
    18.6	3.7	22.4	2.9	24.9	-12.4	34.5	-2.8	3.6
(26) COc1cc(C(=O)OCC(=O)NC2CCCCC2)cc(OC)c1OC
    4.5	-1.6	-1.0	4.6	2.3	6.4	9.1	-3.0	-1.2
(27) COc1cccc(N(C(=O)c2ccco2)C(C(=O)NC2CCCC2)c2cccnc2)c1 (centres undefined)
    0.3	-1.4	4.2	-0.8	5.0	15.3	-20.0	-2.5	2.1
(28) COc1ccc(NC(=S)N2CCN(C(=O)c3ccco3)CC2)c(OC)c1
    7.1	0.2	0.8	-0.6	5.5	4.6	8.2	-0.3	0.0
(29) O=C(/C=C/c1cccc([N+](=O)[O-])c1)Nc1cccc(NC(=O)c2ccco2)c1
    8.7	-23.8	18.6	26.7*	13.0	-1.7	11.2	5.0	0.0

No enrichment for hits; 7.2% or so of the library scored in one or more.
